Source: PubChem BioAssay (National Center for Advancing Translational Sciences (NCATS))
AT treatment – candidate therapy for ataxia-telangiectasia; 0.19% of 320,000 active; AID 485349; […] A-T fibroblasts, KAP-1 phosphorylation AlphaLISA; neocarzinostatin DNA damage 30 min before lysis; Potency, µM (titrated, usually from 57.5 µM), for inactives: at the top dose activation, usual class: activators; further: potency means the concentration at half of the fitted maximal effect; % of control where 0% means no effect; nearly all actives have a fitted effect of over 45% in size
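hTERT-immortalized A-T patient fibroblasts ([…]), 500 cells/well in OPTI-MEM, 1% FBS, got compounds for 60 min, then NCS for 30 min at 37C. Lysates were then assayed for phospho-KAP-1 by AlphaLISA (anti-pKAP1 donor, anti-KAP1 acceptor beads), 6 hr at 25C.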
GALK inhibitor – inhibitors of human galactokinase. Potency, µM (series often up to 57.5 µM), for the others: at the top dose activity change, negative = inhibition, hits mostly inhibitors. P51570. AID 1868. Purified GALK, Kinase-Glo residual ATP luminescence. 0.007% of 270,000 active; further: potency means the concentration at half of the fitted maximal effect; on the % scale 0 is the no-effect control and ±100 the full control effect
Target sequence (P51570 whole entry, looked up): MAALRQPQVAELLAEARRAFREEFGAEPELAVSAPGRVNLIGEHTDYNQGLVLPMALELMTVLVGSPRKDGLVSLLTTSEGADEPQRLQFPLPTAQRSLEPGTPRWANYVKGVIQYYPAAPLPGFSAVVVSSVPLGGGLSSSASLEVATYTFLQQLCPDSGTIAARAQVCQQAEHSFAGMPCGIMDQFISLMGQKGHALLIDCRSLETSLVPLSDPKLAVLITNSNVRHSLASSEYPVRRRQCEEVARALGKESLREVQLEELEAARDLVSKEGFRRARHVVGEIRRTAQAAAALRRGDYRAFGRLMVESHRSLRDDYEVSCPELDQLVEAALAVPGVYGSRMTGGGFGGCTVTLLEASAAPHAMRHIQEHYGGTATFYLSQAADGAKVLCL
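Compounds were pin-transferred into ATP buffer (35 uM final), then GALK plus galactose (5 nM, 100 uM final) was added. After 1 h at room temperature, Kinase-Glo Plus was added and luminescence read after 10 min.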
Giardia kill – kills Giardia lamblia | Giardia lamblia trophozoite viability | activity change, % at 7.66 µM, hits read low | 0.15% of 340,000 active; in the data active means activity change below about -80%; inconclusive means between about -30% and that limit;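 further: parasites exposed to compound for two days anaerobically before the ATP read; on the % scale 0 is the no-effect control and ±100 the full control effect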
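Killing of trophozoites was scored by loss of ATP luminescence after a 48 hrs anaerobic exposure to compounds at 37 deg C, using 100 cells per well.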
hERG WT inh – inhibitors of human wildtype KCNH2 potassium channel. U2OS, BacMam KCNH2, thallium flux FluxOr; active compounds read low. AID 720551. 0.37% of 340,000 active. Q12809. activity change, % at 1.84 µM;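 active means maximum activity change below -70%; inconclusive means maximum activity change between -70% and -50%; inactive means maximum activity change above -50%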; further: on the % scale 0 is the no-effect control and ±100 the full control effect
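U2OS cells transduced with wild-type KCNH2 virus are loaded with FluxOr dye for 45 min, and thallium flux is measured in kinetic reads before and after stimulation buffer. Rate constants are normalized to DMSO controls.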
MLL CXXC-DNA inh – inhibitors of human MLL CXXC domain-DNA interaction; Q03164; MLL-CXXC / FITC-HOXA9 DNA fluorescence polarization; Potency, µM (top dose mostly 115 µM), without a hit: at the top dose activity change, negative = inhibition, most hits filed as inhibitors; 0.037% of 290,000 active; active means well fitted inhibition curve with a large enough effect in the polarisation, with a control signal flat, not every such curve was filed as active; inconclusive means small, poorly fitted or top-dose-only effect, or effect the other way, or a change in a side signal; inactive means no such curve, though single readings can be large or run the other way; the % refers to the polarisation; further: potency means the concentration at half of the fitted maximal effect
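Purified MLL-CXXC (added from a 7 uM solution) was preincubated 5 min at ambient with pinned compounds in 50 mM Tris-HCl pH 7.5, 50 mM NaCl, 1 mM DTT, 0.05% BSA. Fluorescein-labeled HOX-A9 DNA (50 nM solution) followed, 30 min, then polarization read.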
TSHR antagonist – antagonists of human thyroid stimulating hormone receptor; P16473; 0.2% of 330,000 active; TSHR-expressing cells, TSH-stimulated cAMP HTRF, 2 h; active compounds read low; activity change, negative = inhibition, % at 11.5 µM;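 active means activity change below a set negative limit, meaning inhibition stronger than a set level, cut at about -70% in these data; inconclusive means activity change between two set negative limits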; further: on the % scale 0 is the no-effect control and ±100 the full control effect
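Read-out is FRET at 665 nm (cryptate excitation 337 nm) from a cryptate-tagged anti-cAMP antibody, competed by cell cAMP against cAMP-d2. Compounds are tested on freshly harvested TSHR cells challenged with 4nM TSH (EC80) for 2 hours at 37 deg C.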
Tb PFK inh – blocks T. brucei phosphofructokinase; T. brucei PFK, ADP-Glo luminescence; Potency, µM (top dose mostly 57.5 µM), without a hit: at the highest dose activity, negative = inhibition, hits mostly inhibitors; 0.17% of 330,000 active; AID 485367;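 further: potency means the concentration at half of the fitted maximal effect; 0% = uninhibited 1x PFK enzyme wells and -100% = no-enzyme wells; nearly all actives have a fitted effect of over 60% in size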
Target sequence (O15648 whole entry, looked up): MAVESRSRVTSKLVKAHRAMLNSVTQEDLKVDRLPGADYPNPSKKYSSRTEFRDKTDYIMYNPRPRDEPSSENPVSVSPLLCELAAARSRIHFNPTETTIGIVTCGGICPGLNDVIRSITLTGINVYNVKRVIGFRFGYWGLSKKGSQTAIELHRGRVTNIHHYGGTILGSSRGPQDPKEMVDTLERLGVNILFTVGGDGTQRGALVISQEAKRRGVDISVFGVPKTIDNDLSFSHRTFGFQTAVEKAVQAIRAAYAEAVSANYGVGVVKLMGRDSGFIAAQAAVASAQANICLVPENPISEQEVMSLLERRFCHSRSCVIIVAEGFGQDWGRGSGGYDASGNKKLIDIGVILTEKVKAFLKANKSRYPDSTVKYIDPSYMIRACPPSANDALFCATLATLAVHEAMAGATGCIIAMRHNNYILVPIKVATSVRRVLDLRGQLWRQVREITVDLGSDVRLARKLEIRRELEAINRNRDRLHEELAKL
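PFK 1.25 nM, F6P 0.5 mM, ATP 0.1 mM, 0.1 M TEA pH 8.0, 5 mM MgCl2, 0.01% Tween20, 0.1% BSA; 45 min RT. ADP-Glo readout. qHTS titration up to 57 uM; curves fitted, compounds curve-classed.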
BCR signal inh – blocks chronic active B-cell receptor signaling | Potency, µM (doses to about 46.1 µM), for the others: at the highest dose ratio change, negative = lower green/red ratio, hits mostly inhibitors | 0.05% of 340,000 active | ABC-DLBCL IkBa-CBG/CBR reporter, luminescence ratio, 4 h; active means well fitted inhibition curve with a large enough effect in the signal ratio, with a control signal flat, not every such curve was filed as active; inconclusive means small, poorly fitted or top-dose-only effect, or effect the other way, or a change in a side signal; the % refers to the signal ratio;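 further: potency means the concentration at half of the fitted maximal effect; plate controls were basal doxycycline-induced cells for no effect and cells given 10 µM MG132 for full effect; MG132 reads +100%, hits lower the ratio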
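Cell line TMD8 (human ABC DLBCL), stably expressing tet-inducible CBG68-IkBa fusion and CBR; IMDM/0.5% FBS; cpd up to 46 uM; dox induction, 4 h, 37C/5% CO2; dual luminescence; green/red ratio; MG132 control.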
FBPA coupling cs – counter-screen for Giardia aldolase inhibitors: coupling enzyme system; 0.67% of 290,000 active; activity change, negative = inhibition, % at 58.2 µM, hits read low; AID 2472; coupling enzyme system counterscreen, AmpLite Red fluorescence; in the data active means activity change below about -30%; further: on the % scale 0 is the no-effect control and ±100 the full control effect
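Counterscreen of the coupled detection system alone, without aldolase: glyceraldehyde-3-phosphate coupling enzymes plus AmpLite Red readout. Compounds at 57.5 uM final, 10 min RT preincubation, 20 min RT reaction, fluorescence 525/598 nm.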
TCR act – T cell receptor activation; primary human leukocytes, anti-CD3, IL-2 HTRF, 48 h; Potency, µM (titrated, usually from 9.22 µM), inactives show at the top dose activation of IL-2 secretion, hits mostly activators; 330,000 tested, under 10 active; further: % of control where 0% means no effect
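Readout: HTRF IL-2, Eu-cryptate/d2 antibody pair, 320nm excitation, 665nm emission. Stimulus: a-CD3 beads, no co-stimulation. Cells: primary human leukocytes. Exposure: 48 hr with compound.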
* hit, by the source's call; ? = inconclusive; / = not tested or not shown; [ ] = another dose, or the depositor's remark. Unless noted, the call rests on the fitted dose curve; in most records, active means well fitted curve in the direction sought with a large enough effect; inconclusive means small, poorly fitted or top-dose-only effect, or another doubt; inactive means no such curve, though single readings can be large; an effect the other way counts as inactive or inconclusive.

Molecule	AT treatment	GALK inhibitor	Giardia kill	hERG WT inh	MLL CXXC-DNA inh	TSHR antagonist	Tb PFK inh	BCR signal inh	FBPA coupling cs	TCR act
O=C(Nc1nc(-c2nc3ccccc3s2)cs1)c1ccc(S(=O)(=O)N2CCOCC2)cc1	-0.9%	-0.4%	-10.4	1.1	-5.2%	?	0.3%	14.2%	-1.7	0.3%
NC(=NCCc1c[nH]c2ccccc12)NS(=O)(=O)c1cc(F)ccc1F	4.0%	1.0%	-2.7	2.3	3.6%	-1.0	-5.3%	-1.4%	-3.5	-2.8%[46.1 µM]
CCc1noc(C)c1C(=O)NC1CCCc2c1cnn2-c1ccc(C(C)(C)C)cc1 (configuration not stated)	8.7%	-1.8%	-17.4	-4.9	-0.7%	-9.3	-0.1%	3.1%	1.5	8.7%
CC(=O)c1cccc(NC(=O)N2CCC(NC(=O)c3ccco3)CC2)c1	3.1%	-2.9%	-17.7	-9.3	1.6%	0.1	9.0%	8.9%	0.8	7.9%
COc1cc(CNc2ccc(N3CCCCC3)cc2)ccc1OCC(=O)NC(C)(C)C	-2.1%	-2.8%	-5.1	5.4	7.5%	-4.6	1.2%	0.2%	0.1	-3.2%
Cc1cc2cc(CNC(=O)c3ccc(Br)o3)ccc2[nH]1	-2.7%	1.3%	4.2	8.4	10.4%	-3.8	-0.9%	-0.9%	-3.7	-7.3%
O=C(O)c1ccc(C2(c3ccc(C(=O)O)cc3)OC(=O)c3ccccc32)cc1	-2.2%	1.5%	12.3	-0.8	-10.7%	5.3	-2.2%	-1.1%	8.0	4.4%
CCc1nnc(NC(=O)CSc2nnc3ncccn23)s1	1.8%	-1.7%	1.2	-5.2	-9.6%	10.5	3.0%	2.7%	-0.3	-0.3%
CN(C(=O)COC(=O)c1cc2ccccc2cc1O)C1CCCCC1	10.5%	/	-0.2	-16.3	/	-29.1	-3.7%	0.8%	/	3.6%
C/C(=N\NC(=O)Cn1ccc(C(F)(F)F)n1)c1ccco1	-3.8%	6.6%	-7.5	23.4	5.7%	3.6	-3.2%	-0.3%	-0.8	-4.1%
CCCC1(c2ccccc2)NC(=O)N(CC(=O)NCc2ccc(C)cc2)C1=O (configuration not stated)	-2.4%	1.0%	1.6	-24.3	7.4%	19.7	0.4%	?	1.0	3.7%
COc1cc(OC)cc(C(=O)Nc2ccc(C(=O)NCC3CCCO3)cc2)c1 (configuration not stated)	8.5%	-4.6%	12.7	-4.1	-5.9%	-3.9	-0.1%	-14.3%	0.3	/
C=CCn1c(C)cc(C(=O)CN2C(=O)c3ccccc3S2(=O)=O)c1C	9.9%	/	-14.2	-7.7	/	-6.4	-3.8%	3.1%	/	-3.8%
O=C(c1ccc2c(c1)OCCO2)C1CCN(S(=O)(=O)c2ccc(F)cc2)CC1	1.2%	-0.4%	17.4	14.6	14.1%	-4.7	-1.1%	-3.8%	4.9	-0.6%
O=C1/C(=C/c2ccccc2)Nc2ccccc21	15.3%	2.6%	3.2	5.8	1.9%	-7.3	0.0%	?	-2.4	1.7%
Cc1ccc(C)c(NC(=O)C2(C)CC3c4ccccc4C2c2ccccc23)c1 (configuration not stated)	1.8%	1.5%	-4.6	-5.5	20.6%	-5.0	-5.9%	?	0.3	-11.4%
c1cncc(-c2nn3c(Cn4cnc5ccccc54)nnc3s2)c1	26.3%	4.3%	8.6	-2.7	11.9%	5.3	?	1.8%	-2.7	0.2%
O=C(Nc1ccc(Cl)c([N+](=O)[O-])c1)c1cnccn1	-2.4%	-0.6%	-1.1	-1.2	-1.6%	0.1	-27.1%	1.5%	-0.2	-2.7%[46.1 µM]
CCOc1ccc(C(=O)N/N=C/c2ccc(-c3ccc(S(=O)(=O)Nc4ncccn4)cc3)o2)cc1	1.6%	-5.2%	6.5	-9.1	-1.2%	-0.6	-1.7%	?	13.4	0.2%
O=C1CC(N2CCN(Cc3ccc4c(c3)OCO4)CC2)C(=O)N1CCc1ccccc1 (configuration not stated)	6.0%	-2.2%	-3.5	3.2	-3.7%	-0.2	11.0%	?	1.1	4.2%

(next part)
Molecule	AT treatment	GALK inhibitor	Giardia kill	hERG WT inh	MLL CXXC-DNA inh	TSHR antagonist	Tb PFK inh	BCR signal inh	FBPA coupling cs	TCR act
Cc1ccc(NC(=O)c2ccc(Cl)c(S(=O)(=O)N3CCCC3)c2)nc1	3.3%	/	-5.8	3.2	/	-14.4	-0.6%	17.6%	/	-9.5%
CCOc1ccc(C)cc1S(=O)(=O)n1ccnc1	/	-0.1%	-0.3	-5.6	0.3%	10.8	2.4%	?	-0.9	2.4%
CC1CCC2(CC1)NC(=O)N(CC(=O)Nc1ccc3c(c1)OCO3)C2=O (configuration not stated)	-3.7%	/	0.8	-0.9	/	1.7	0.3%	0.6%	/	/
c1ccc(Cn2ncc3c(N4CCOCC4)ncnc32)cc1	0.5%	-1.3%	-12.2	10.8	-0.2%	-4.5	-5.9%	-24.2%	3.5	-21.5%[46.1 µM]
CCC(=O)Nc1ccc(C(=O)CSc2nc3ccccc3[nH]2)cc1	-1.3%	/	-14.0	2.4	-1.1%	6.6	-1.0%	2.6%	-0.4	-0.3%[46.1 µM]
Nc1ncnc(NCc2ccc(F)cc2)c1[N+](=O)[O-]	-0.4%	-0.4%	11.0	3.8	6.4%	0.0	0.8%	-4.7%	0.1	-1.2%
COc1ccccc1CNC(=O)CN(CCc1ccccc1)S(C)(=O)=O	-0.6%	0.4%	-0.1	-7.0	8.5%	-4.5	-1.1%	?	4.6	-2.2%
N#Cc1c2c(c(Nc3ccccc3)n3c1nc1ccccc13)CCC2	11.1%	-3.1%	18.8	-18.4	6.8%	-4.0	-9.3%	-0.1%	1.1	1.1%
Cc1ccc(C(=O)Nc2cccc(-c3ccc(N4CCOCC4)nn3)c2)cc1C	-12.2%	/	5.2	2.8	/	16.2	-3.1%	6.2%	/	1.5%
COc1ccc(N2CCN(C(=O)CSc3nc4[nH]ncc4c(=O)n3-c3ccc(Br)cc3)CC2)cc1	6.3%	-2.2%	10.5	13.3	6.8%	5.7	-10.7%	-21.0%	-0.4	-6.8%
Cc1ccc(C)c(SCC(=O)Nc2cc(S(=O)(=O)N3CCOCC3)ccc2C)c1	16.9%	/	20.8	2.7	/	-5.8	0.3%	-5.7%	/	1.1%
Cc1cc(Cn2ccnc2)c(C)c([N+](=O)[O-])c1Cn1ccnc1	5.2%	1.0%	-0.8	14.3	14.8%	-2.7	-5.8%	0.1%	0.3	1.0%
CCOCCCn1c(=NC(=O)c2cccs2)c(C#N)cc2c(=O)n3ccccc3nc21	11.4%	4.7%	3.0	0.7	-2.6%	-7.6	-1.8%	?	8.2	-5.3%
Cc1ccc(S(=O)(=O)N2CCN(C)CC2)cc1C(=O)NC1CCCCC1	1.7%	-0.7%	-13.8	-9.6	-0.9%	4.7	-9.2%	0.8%	2.0	-10.1%
Cc1c(Cl)cccc1NC(=O)CC(Cc1ccccc1)C(=O)O (configuration not stated)	2.9%	2.4%	1.4	-3.2	15.3%	10.5	-0.3%	-1.1%	6.9	6.0%
CCN(CC)S(=O)(=O)c1ccc(N2CCN(S(=O)(=O)c3ccccc3C#N)CC2)nc1	-4.7%	0.9%	-19.8	5.6	3.3%	2.3	-1.6%	29.4%	7.0	-3.6%
O=C(CCc1c[nH]c2ccccc12)Nc1ncccc1O	-3.0%	-5.8%	-2.7	3.6	46.2%[activator]	-11.1	-1.0%	-9.5%	/	-2.7%
NS(=O)(=O)c1ccc(CNC(=S)NC2CCCC2)cc1	-3.4%	0.9%	12.3	-7.6	?	4.7	-2.9%	1.9%	-0.3	-4.3%
CCOC(=O)c1ccccc1NS(=O)(=O)c1cnn(CC)c1C	5.6%	-6.9%	-5.4	4.0	-0.2%	9.9	-0.9%	-2.3%	-0.1	0.4%
O=[N+]([O-])c1cccnc1N1CCN(c2ccc(F)cc2)CC1	-0.3%	-1.1%	-1.6	2.0	-5.6%	1.5	-3.2%	-4.7%	0.7	2.4%
COC(=O)CSc1nc(NC(C)=O)nc(C)c1Br	-0.8%	0.4%	6.3	-5.5	-6.4%	1.3	0.0%	11.2%	-0.9	-2.7%
N#CC(NC(=O)OCc1ccccc1)c1ccccc1 (configuration not stated)	1.4%	/	-29.0	-20.3	/	-8.0	-8.4%	-1.8%	/	2.0%
